Bioassay records (PubChem)
rCAG RNA binder = binders of r(CAG) RNA repeats, primary screen, biochemical, fluorescence; AID 651821, 2012; hit rate 1.3% among 370,000; inhibition, % at 3 µM; r(CAG) RNA repeat, TO-PRO-1 dye displacement fluorescence;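 active means inhibition above the plate cutoff, the mean of all test compounds on that plate plus 3 SD, cut at about 35% in these data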;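 further: 0% = DMSO alone and 100% = 100 µM mitoxantrone as full dye displacement; higher means more dye released from RNA so lower well fluorescence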
HTRA1 inh = HTRA1 serine protease inhibitors, primary screen, biochemical, fluorescence polarization, HTS; Q92743; recombinant HTRA1, FP-rhodamine activity-based probe; inhibition, % at 5.96 µM; hit rate 0.5% among 340,000; AID 504803, 2011; in the data active means inhibition above about 36%;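 further: 0% = enzyme with DMSO and 100% = wells lacking enzyme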
UHRF1 binding = UHRF1 methylated DNA binding inhibitors, primary screen, counter-screen for MBD2 inhibitor project, biochemical, TR-FRET, human UHRF1, single concentration | UHRF1 binding to methylated oligo | E3 ubiquitin-protein ligase UHRF1 (Homo sapiens), Q96T88 | hit rate 0.75% among 370,000 | inhibition, % at 4.4 µM; in the data active means inhibition above about 21%;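 further: UHRF1 SRA domain binding a hemimethylated CpG hairpin DNA probe; 0% = median of test compound wells and 100% = reference inhibitor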
Target sequence (Q96T88 whole entry, looked up, the tested form may be a part): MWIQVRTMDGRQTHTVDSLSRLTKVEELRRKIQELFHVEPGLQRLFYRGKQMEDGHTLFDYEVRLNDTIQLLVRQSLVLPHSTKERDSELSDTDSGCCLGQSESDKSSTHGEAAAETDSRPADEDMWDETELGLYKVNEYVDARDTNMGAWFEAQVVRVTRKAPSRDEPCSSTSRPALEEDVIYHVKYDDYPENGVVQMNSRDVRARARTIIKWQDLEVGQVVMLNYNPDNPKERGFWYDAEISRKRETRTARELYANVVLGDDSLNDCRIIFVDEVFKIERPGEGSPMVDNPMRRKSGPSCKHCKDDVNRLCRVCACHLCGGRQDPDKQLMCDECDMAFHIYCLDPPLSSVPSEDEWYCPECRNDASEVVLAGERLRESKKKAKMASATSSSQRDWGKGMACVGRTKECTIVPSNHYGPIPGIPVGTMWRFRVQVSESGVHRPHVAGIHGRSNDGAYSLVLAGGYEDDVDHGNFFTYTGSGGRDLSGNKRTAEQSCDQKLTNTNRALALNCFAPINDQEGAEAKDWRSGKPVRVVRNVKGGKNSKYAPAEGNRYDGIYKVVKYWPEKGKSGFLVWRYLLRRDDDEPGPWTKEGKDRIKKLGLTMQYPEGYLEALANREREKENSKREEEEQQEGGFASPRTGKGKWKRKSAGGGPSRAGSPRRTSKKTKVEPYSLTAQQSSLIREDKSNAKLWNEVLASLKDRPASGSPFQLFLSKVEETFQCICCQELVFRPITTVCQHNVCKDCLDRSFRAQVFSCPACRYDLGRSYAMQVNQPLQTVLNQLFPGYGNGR
TCR-CD3 inh = inhibitors of human TCR-CD3 interaction, primary screen, biochemical, fluorescence, TAMRA-labeled TCR probe | T-cell receptor (TCR) | inhibition, % at 9.4 µM | hit rate 0.37% among 360,000 | AID 651800, 2012; in the data active means inhibition above about 19%;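 further: recombinant mutant TCR 2C K166C tagged with TAMRA read by polarization; 0% = receptor in buffer alone and 100% = receptor with positive control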
Rev-erbA mod = modulators of Rev-erb alpha DNA binding, primary screen, biochemical, FITC-DNA, fluorescence polarization, uHTS; Nuclear receptor subfamily 1 group D member 1 (Homo sapiens), P20393; Rev-erbα–FITC-DNA binding, 90 min; activity, % at 10 µM; hit rate 0.79% among 370,000; AID 1259318, 2017;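 active means activity above about 14%, limit read from the data; passing the limit was not always enough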;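 further: 0% = DMSO wells with 35 nM protein and 100% = DMSO wells with 750 nM protein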
MBD2 DNA inh = inhibitors of MBD2 binding to methylated DNA, primary screen, biochemical, TR-FRET, DNA-binding domain, human. Methyl-CpG-binding domain protein 2 (Homo sapiens), Q9UBB5. MBD2 binding to methylated oligonucleotide. inhibition, % at 4.4 µM. hit rate 0.31% among 370,000. AID 686964, 2013; in the data active means inhibition above about 13%
mABHD4 FP = ABHD4 inhibitors, primary screen, biochemical, fluorescence polarization, mouse. (Lyso)-N-acylphosphatidylethanolamine lipase (Mus musculus), Q8VD66. hit rate 0.54% among 370,000. inhibition, % at 8.92 µM. purified mABHD4, FP-Rh probe fluorescence polarization;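 active means inhibition exceeding the mean over every tested compound plus 3 SD, cut at about 30% in these data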;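 further: 0% = plate median of compound wells and 100% = S159A mutant with DMSO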
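Assay system: wild-type mouse ABHD4 protein; compound: single nominal dose of 8.92 µM, 0.89% DMSO final; schedule: 45 min + 60 min at 25 °C; measured by: FP readout, ex 525 nm / em 598 nm; evaluation: % inhibition of FP-Rh probe binding versus controls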
PG9 Ab binder = binders of HIV-1 gp120 antibody PG9, primary screen, biochemical, TR-FRET | HIV-1 gp120 / PG9 antibody interaction | TR-FRET gp120-PG9 antibody binding | inhibition, % at 6.7 µM | hit rate 0.43% among 360,000; in the data active means inhibition above about 8.5%
LEDGF integ inh = blockers of LEDGF/p75-dependent integrase strand transfer – biochemical, TR-FRET, high throughput, primary screen; HIV-1 integrase (with human LEDGF/p75); TR-FRET IN-LEDGF/p75 DNA integration, Eu/Cy5; inhibition, % at 3.7 µM; hit rate 0.64% among 370,000; AID 743269, 2014;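 active means inhibition above the screen-wide mean plus 3 SD, cut at about 13% in these data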;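 further: signal is the Cy5 over europium emission ratio at 671 and 618 nm; 0% = plate median of compound wells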
PRMT1 FP inh = PRMT1 methyltransferase inhibitors, primary screen, biochemical, fluorescence polarization | AID 652257, 2013 | inhibition, % at 2.79 µM | hit rate 1.3% among 370,000 | recombinant PRMT1, activity-based probe fluorescence polarization;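 active means inhibition above about 21% made by adding two undisclosed values, limit read from the data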
Numbers without * were called inactive; . = not tested or not shown.

molecule,rCAG RNA binder,HTRA1 inh,UHRF1 binding,TCR-CD3 inh,Rev-erbA mod,MBD2 DNA inh,mABHD4 FP,PG9 Ab binder,LEDGF integ inh,PRMT1 FP inh
NNC(=O)C(=O)Nc1ccc(Cl)c(Cl)c1,3,.,-2,-6,5,-2,0,-3.5,0,-3
CC1CCCCN1S(=O)(=O)c1ccc(NC(=O)c2cccs2)cc1 (stereo not given),-2,-43,-1,2,0,2,-14,0.1,0,-2
COC(=O)c1ccc(Cl)c(NC(=O)CN(c2ccc3c(c2)OCO3)S(C)(=O)=O)c1,1,3,-3,2,0,-6,0,-0.3,1,-2
CCC1CSC(Nc2ccc(C(=O)/C=C/c3ccc(Br)cc3)cc2)=N1 (stereo not given),3,-60,-6,3,4,-6,-3,-0.9,5,1
Cc1cccc2nc(-c3ccccc3)nc(N3CCC(O)(c4ccc(Cl)cc4)CC3)c12,7,-77,-1,0,1,4,-6,-1.6,2,-2
O=C(CC(c1ccccc1)c1ccccc1O)N1CCCC1 (stereo not given),-3,-2,-1,-6,-3,-5,-1,0.2,0,-3
COc1ccc(NC(=O)CN(C)C(=O)Cc2ccc3c(c2)OCCO3)cc1,0,6,0,4,1,0,3,0.4,2,-3
CCOc1ccc(S(=O)(=O)NCCC(=O)OC(C)C(=O)N2CCc3ccccc32)cc1 (stereo not given),2,-11,1,2,-6,1,-6,-2.7,-2,0
COc1ccc(OC)c(CCNC(=O)c2ccc(NC3=NC4CS(=O)(=O)CC4S3)cc2)c1 (stereo not given),3,-1,1,-6,3,9,2,1.7,-1,3
C=C1[C@@H](O)[C@H](Cc2ccccc2)N(Cc2ccccc2Br)S1(=O)=O,0,-28,1,-5,1,-5,-7,-0.2,0,1
COc1cc(CC(=O)NCCc2ccc(OCc3ccccc3)cc2)c([N+](=O)[O-])cc1OC,4,1,-1,2,-1,-5,0,-0.4,2,2
CCn1c(CNC(=O)c2cccs2)nnc1SCC(=O)Nc1cc(Cl)ccc1C,-1,-1,4,-1,-1,-3,-5,0.2,-3,3
O=C1c2cccc(OCC(=O)N3CCCc4ccccc43)c2CCN1Cc1ccc(Br)cc1,4,-50,3,2,-3,-4,1,-1.4,-3,-1
COc1ccc(C(CNC(=O)C(C)Sc2ccccc2)N2CCOCC2)cc1 (stereo not given),-12,2,2,-8,-2,2,0,-0.1,-2,0
O=C(O)CCN(CC(=O)c1ccc(Cl)cc1)S(=O)(=O)c1ccc([N+](=O)[O-])cc1,16,-2,3,-2,1,-5,-2,-0.9,-1,4
COCCNc1nc2cc(-c3cccc(Cl)c3)sc2c(=O)n1C,3,.,-1,2,-6,0,-2,-0.6,-2,-3
CNc1snc(C)c1C(=O)OC(C)C(=O)Nc1ccc(F)cc1 (stereo not given),1,-3,0,2,0,4,0,0.4,-3,0
CCOCCCNC(=O)c1cc(Sc2nnc(C)s2)nc2ccccc12,-4,5,-3,0,10,-4,-3,0.0,2,-1
O=Nc1ccc(Cl)cn1,4,.,-6,14,-7,-6,9,-1.9,3,6
CCOC(=O)C(=CNc1nc(-c2ccc3ccccc3c2)cs1)C(=O)OCC,11,-56,-2,2,6,1,-19,0.0,-1,-5

Part of the list above, with values under each structure:
Values in the order: rCAG RNA binder | HTRA1 inh | UHRF1 binding | TCR-CD3 inh | Rev-erbA mod | MBD2 DNA inh | mABHD4 FP | PG9 Ab binder | LEDGF integ inh | PRMT1 FP inh
> COc1ccc(OC)c(CCNC(=O)c2ccc(NC3=NC4CS(=O)(=O)CC4S3)cc2)c1 (stereo not given)
    3 | -1 | 1 | -6 | 3 | 9 | 2 | 1.7 | -1 | 3
> C=C1[C@@H](O)[C@H](Cc2ccccc2)N(Cc2ccccc2Br)S1(=O)=O
    0 | -28 | 1 | -5 | 1 | -5 | -7 | -0.2 | 0 | 1
> COc1cc(CC(=O)NCCc2ccc(OCc3ccccc3)cc2)c([N+](=O)[O-])cc1OC
    4 | 1 | -1 | 2 | -1 | -5 | 0 | -0.4 | 2 | 2
> CCn1c(CNC(=O)c2cccs2)nnc1SCC(=O)Nc1cc(Cl)ccc1C
    -1 | -1 | 4 | -1 | -1 | -3 | -5 | 0.2 | -3 | 3
> O=C1c2cccc(OCC(=O)N3CCCc4ccccc43)c2CCN1Cc1ccc(Br)cc1
    4 | -50 | 3 | 2 | -3 | -4 | 1 | -1.4 | -3 | -1
> COc1ccc(C(CNC(=O)C(C)Sc2ccccc2)N2CCOCC2)cc1 (stereo not given)
    -12 | 2 | 2 | -8 | -2 | 2 | 0 | -0.1 | -2 | 0
> O=C(O)CCN(CC(=O)c1ccc(Cl)cc1)S(=O)(=O)c1ccc([N+](=O)[O-])cc1
    16 | -2 | 3 | -2 | 1 | -5 | -2 | -0.9 | -1 | 4
> COCCNc1nc2cc(-c3cccc(Cl)c3)sc2c(=O)n1C
    3 | . | -1 | 2 | -6 | 0 | -2 | -0.6 | -2 | -3
> CNc1snc(C)c1C(=O)OC(C)C(=O)Nc1ccc(F)cc1 (stereo not given)
    1 | -3 | 0 | 2 | 0 | 4 | 0 | 0.4 | -3 | 0
> CCOCCCNC(=O)c1cc(Sc2nnc(C)s2)nc2ccccc12
    -4 | 5 | -3 | 0 | 10 | -4 | -3 | 0.0 | 2 | -1

Next section.
molecule,rCAG RNA binder,HTRA1 inh,UHRF1 binding,TCR-CD3 inh,Rev-erbA mod,MBD2 DNA inh,mABHD4 FP,PG9 Ab binder,LEDGF integ inh,PRMT1 FP inh
Cc1cc(C)nc(N2CCCC(C(=O)Nc3ccc4c(c3)OCCO4)C2)n1 (stereo not given),0,3,-1,3,0,-7,-5,1.5,-1,-2
COc1ccc(NC(=O)C2CCN(c3cnccn3)CC2)cc1OC,2,6,-3,10,1,0,1,1.2,-5,-1
COc1ccc(-n2nnnc2C(c2cccs2)N2CCN(C/C=C/c3ccccc3)CC2)cc1 (stereo not given),6,.,19,-1,4,8,-5,-2.1,-2,2
COc1ccc(Cl)cc1NC(=O)Cc1c(F)cccc1Cl,-1,-7,-2,-9,-4,-2,0,0.1,-1,-1
CCOc1ccccc1/C=N/NC(=O)C[n+]1ccccc1,-2,0,10,-7,-4,1,6,-0.9,-2,0
CCN(CC)c1ncnc2scc(C3COc4ccccc4O3)c12 (stereo not given),-3,-18,1,0,2,1,-14,-0.2,3,2
COc1cccc(Nc2nc(C(N)CC(C)C)cs2)n1 (stereo not given),13,.,-1,1,0,0,-2,-3.2,14*,0
COC(=O)c1ccc(CN2CCC(Oc3ccc(C(=O)N4CCCCC4)cc3)CC2)cc1,-10,-8,-3,1,-1,0,4,1.1,-1,1
CCOC(=O)[C@]12Cc3c(cc(OC)c(OC)c3OC)[C@H]1N(C1CCCCC1)C(=O)c1cc(OC)ccc12,0,.,-1,-4,-5,-3,-9,0.4,-5,-1
COc1ccc(C(=O)CCC(=O)NC2=NCCS2)cc1,6,2,-2,4,-1,-6,0,-0.9,2,3
O=C(c1ccccc1Oc1ccccc1)N1CCN(c2ccccc2)CC1,-8,-9,-1,5,2,0,-1,-0.6,1,-1
O=C(Cc1cccc(NC(=O)C2CCN(C(=O)C3CCC3)CC2)c1)Nc1cccc(C(=O)N2CCCCC2)c1,4,2,0,-1,1,-6,0,0.1,1,-6
CCCCn1c(N)c(N(CCOC)C(=O)CSc2nnc(-c3ccc(C(C)(C)C)cc3)n2N)c(=O)[nH]c1=O,-9,2,-3,7,-3,-8,2,-0.6,0,-1
O=C(Nc1ccc(Cc2ccncc2)cc1)C1CCC(N2C(=O)C3C4C=CC(C4)C3C2=O)CC1 (stereo not given),-3,-2,3,3,3,-3,-1,-0.4,3,-1
O=C(NCc1ccccc1)C1CCCN(c2cnccn2)C1 (stereo not given),2,4,4,-2,-5,-2,-1,-0.4,-2,0
CCN1CCCC(NC(=O)c2scc3c2CCCC3)C1 (stereo not given),0,8,1,4,4,-1,0,-1.1,7,-2
CC1(c2ccc(OCC#N)cc2)C=C(c2ccc(OCC#N)cc2)n2nc(C(F)(F)F)nc2N1 (stereo not given),-2,-48,-3,-2,-3,0,-1,-2.1,-2,1
O=C(CCn1c(=O)[nH]c2ccsc2c1=O)N1CCN(c2ccc([N+](=O)[O-])cc2)CC1,4,-1,-4,2,3,-4,0,-2.0,-2,-1
CCCn1nnc(NC(=O)/C=C/c2ccccc2)n1,1,4,1,-4,1,-6,-5,-0.2,5,0
Nc1nc(Nc2ccccc2)nc(C(F)(F)F)n1,1,3,0,-5,0,0,4,1.9,-10,3
O=C(NCCN1CCN(c2ccccc2Cl)CC1)Nc1ccccc1,-5,8,0,-7,-6,7,11,1.6,-8,4
CS(=O)(=O)N1CCC(C(=O)Nc2ccccc2Cl)CC1,-3,5,2,-12,2,4,2,0.8,-5,3
Cc1csc(-c2coc3cc(O)cc(C)c3c2=O)n1,8,-13,-5,9,3,-1,-18,-1.4,3,-1
CCOc1ccccc1N1CC(C(=O)NCCC2=CCCCC2)CC1=O (stereo not given),-6,7,-5,8,6,1,3,-0.3,-2,-1

An excerpt; count on the stated rates, not on these rows.
